West Nile antiviral: West Nile virus antiviral activity, cell-based, CPE readout (AID 1621) | hit rate 0.02% among 290,000 | CPE inhibition, % at 10 µM; hits with a dose series show IC50 in µM | West Nile virus-infected cells, CPE inhibition; higher % means a stronger effect; in the data active = a potency from the dose series; inconclusive = CPE inhibition mostly from about 3.7% at the one dose, without a potency; inactive = the rest, 99 in 100 with CPE inhibition below about 2.2%; also: strong numbers were not always called active
UTI89 phage lysis: inhibition of K1F phage lysis, E. coli UTI89, bacterial capsule biogenesis inhibitors, alamar blue (AID 488966); E. coli UTI89 K1F phage lysis, alamar blue, 2 h; higher % means a stronger effect; inhibition, % at 100 µM; hits with a dose series show IC50 in µM; hit rate 0.02% among 340,000;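 active = phage lysis inhibition, versus mean bacterial control, above a set limit; inconclusive = no clear call, values can overlap the other calls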;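 also: capsule biogenesis inhibitors block K1F phage lysis so surviving cells raise fluorescence; higher fluorescence means more inhibition of phage lysis; actives were called in the ten point dose series up to 300 µM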
RSV CPE inhibition: RSV antiviral activity via CPE protection, HEp-2 cells, primary 10 µM value included (AID 2391); CPE inhibition, % at 10 µM; hits with a dose series show IC50 in µM; hit rate 0.13% among 310,000; HEp-2 cells, RSV-induced CPE inhibition; higher % means a stronger effect; in the data active = a potency from the dose series; inconclusive = CPE inhibition mostly from about 23% at the one dose, without a potency; inactive = the rest, 99 in 100 with CPE inhibition below about 21%; also: strong numbers were not always called active
NS5 inhibitors: Dengue-2 NS5 methyltransferase inhibitors, primary screen, biochemical, confirmation dose response (AID 588689); Dengue-2 NS5 methyltransferase capping enzyme assay, biochemical; higher % means a stronger effect; inhibition, % at 25 µM, or IC50 in µM where a hit was titrated; hit rate 0.3% among 340,000; in the data active = a potency from the dose series; inconclusive = inhibition above about 29% without an active follow-up result
MgcRacGAP inhibition: MgcRacGAP GTPase-activating activity inhibitors, confirmation, biochemical, ADP Hunter fluorescence; AID 624330; MgcRacGAP-stimulated Rac1 GTP hydrolysis, ADP Hunter fluorescence; higher % means a stronger effect; GST-tagged Rac1 F28L mutant substrate; hit rate 0.6% among 340,000; inhibition, % at 30 µM; hits with a dose series show IC50 in µM;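 active = first-screen hits whose inhibition reached a set limit at any dose in the follow-up dose series; inconclusive = inhibition above the set first-screen limit but never retested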;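 also: fluorescence reports GDP produced by GAP-driven GTP hydrolysis; strong numbers were not always called active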
PhoP inhibition: inhibitors of PhoP regulon expression, primary screen, Salmonella Typhimurium, GFP reporter (AID 1863). S. Typhimurium PhoP-regulated promoter GFP reporter, 4 h; higher % means a stronger effect. one-dose inhibition, % at 50 µM; IC50 in µM for titrated hits. hit rate 0.16% among 300,000;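 active = inhibition over 29.93%, a cutoff 3 SD above the screen mean, later confirmed by dose response; inconclusive = inhibition over 29.93% but no dose response follow-up; inactive = inhibition at most 29.93% or unconfirmed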;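 also: 0% = low Mg2+ inducing control and 100% = high Mg2+ repressing control; strong numbers were not always called active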
NTR1 ag: NTR1-driven beta-arrestin-GFP spot formation – imaging, U2OS cells, high content, primary screen (AID 493036) | P30989 | agonist mode | activation, % at 20 µM | hit rate 0.17% among 330,000;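 active = activation at or above 40% of the spot to cytoplasm intensity ratio, with at least 20 cells analyzed; inconclusive = wells under 20 cells, flagged as cytotoxic or low count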;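 also: 0% = DMSO without peptide and 100% = 100 nM NTR1 peptide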
Target sequence (P30989 whole entry, looked up): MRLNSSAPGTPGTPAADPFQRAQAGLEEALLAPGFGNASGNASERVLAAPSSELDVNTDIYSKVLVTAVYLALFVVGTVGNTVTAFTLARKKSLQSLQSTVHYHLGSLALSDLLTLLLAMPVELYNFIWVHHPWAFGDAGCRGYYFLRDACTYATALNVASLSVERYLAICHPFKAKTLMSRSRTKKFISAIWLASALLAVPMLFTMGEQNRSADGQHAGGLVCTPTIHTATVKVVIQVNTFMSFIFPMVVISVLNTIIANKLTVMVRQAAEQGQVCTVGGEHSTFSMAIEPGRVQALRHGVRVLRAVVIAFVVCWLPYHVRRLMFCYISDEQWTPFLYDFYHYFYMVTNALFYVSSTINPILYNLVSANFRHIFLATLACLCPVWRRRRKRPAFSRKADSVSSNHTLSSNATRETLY
SV40 large T antigen: TAg ATPase/helicase activity blockers – biochemical (AID 1903). hit rate 0.39% among 310,000. SV40 large T antigen ATPase/helicase inhibition assay; higher % means a stronger effect. inhibition, % at 20 µM, or IC50 in µM where a hit was titrated; in the data active = a potency from the dose series; inconclusive = inhibition mostly from about 32% at the one dose, without a potency; inactive = the rest, 99 in 100 with inhibition below about 32%; also: strong numbers were not always called active
T cell modulator: T cell immune modulators affecting CD8 T cell-vesicle binding; 2C CD8+ T cell-vesicle binding, flow cytometry; active compounds read low; hit rate 0.068% among 330,000; calls only at 7 µM;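 active = response, share of CD8 T cells binding vesicles, and their 90th percentile fluorescence all below set limits, cut at about 80% in these data, passing the limit was not always enough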
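Read-out – percent CD8+ FL2 mean versus row control · System – murine 2C transgenic CD8+ T lymphocytes · Times – 1.5 h cell–vesicle binding at 37 °C, then 20 min icy labelling · Control set – naked vesicles low, QL9 vesicles with vehicle high · Detection – cytometric PE anti-B7-1 and Alexa647 anti-CD8 signals after 1% paraformaldehyde fixation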
T cell modulator vesicle-bound %: second read-out of T cell modulator, no call of its own (marks repeat the call); double positive events, %; measured here: CD8+ vesicle-bound cell fraction;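 binding gate set so that unloaded-vesicle control wells show 10% double positive cells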
NTR1 ag cell count 20 µM: second read-out of NTR1 ag, no call of its own (marks repeat the call); cell count; measured here: cell count, cytotoxicity flag
NS5 inhibitors pilot replicate: also measured in NS5 inhibitors; calls as there; inhibition, %; measured here: pilot screen replicate inhibition
Numbers without * were called inactive; i = inactive; ? = inconclusive; . = not tested or not shown; [ ] = dose if it differs, or a comment.

SMILES | West Nile antiviral | UTI89 phage lysis | RSV CPE inhibition | NS5 inhibitors | MgcRacGAP inhibition | PhoP inhibition | NTR1 ag | NTR1 ag cell count 20 µM | SV40 large T antigen | T cell modulator | T cell modulator vesicle-bound % | others
COc1ccc(NC(=O)CSc2nc3[nH]ncc3c(=O)n2-c2ccccc2OC)cc1OC | 0.5% | 0.6% | 1.4% | -10% | -2% | 5% | 2.7 | 62 | 6% | i | 4
Cc1cc(C)c2sc(N)nc2c1 | . | 0.3% | 10% | -5% | 8% | -7% | 2.4 | 63 | 18% | i | 54
COc1ccc(C(=O)C2CCCN(Cc3cnc(N4CCOCC4)s3)C2)cc1F (centres undefined) | -1.1% | 0.1% | 17% | -2% | 6% | -5% | 4.2 | 58 | 13% | i | 47
COc1ccc(NC(=O)Nc2ccccc2)cc1S(=O)(=O)N1CCCCC1 | 0.4% | 0.8% | 8.3% | -11% | 7% | 0% | 3.0 | 39 | 5% | i | 1
COc1cc2c(cc1NCc1ccccn1)oc1ccccc12 | 0.5% | 2.3% | 15% | -4% | ? | 4% | 1.5 | 52 | 12% | i | 63
COCCCNC(=O)c1ccc(Cn2c(=O)c3ccccc3n(Cc3ccc(C)cc3)c2=O)cc1 | ? | -0.2% | 3µM* | 2% | 7% | -1% | 0.1 | 74 | -1% | i | 27
CCCS(=O)(=O)c1c(S(=O)(=O)CCC)c2c3ccccc3ccn2c1C(N)=O | -0.1% | 0.2% | 0.7% | -3% | 6% | 0% | -0.3 | 60 | 20% | i | 26
COc1ccc(NC(=O)C2CCCN2c2ccc(OC)c(OC)c2)cc1OC (centres undefined) | . | 1.1% | 3.5% | 1% | ? | 9% | 6.9 | 77 | 21% | i | 36
Cc1cc(OCC(=O)OCC(=O)N2CCc3ccccc3C2)ccc1Cl | . | -0.1%[50 µM] | 0.0% | -4% | 3% | . | -1.5 | 85 | . | i | 33
Fc1ccc(C[n+]2csc3ccccc32)cc1 | -0.6% | -0.2% | -0.3% | -12% | 25% | -7% | 0.9 | 59 | 37% | i | 34
COc1ccc(OCc2nnc(SCC(=O)N3C(C)CCCC3C)o2)cc1 (centres undefined) | -1.2% | -0.1% | 0.3% | 17% | -28% | 10% | 0.6 | 41 | 2% | i | 15
COc1ccccc1NC(=O)c1ccc(CN(c2cc(Cl)ccc2C)S(=O)(=O)c2ccccc2)cc1 | 0.1% | 0.3% | 3.2% | -8% | 7% | 2% | 2.7 | 48 | 0% | i | 18
CCOc1cc(N2CCOCC2)c(OCC)cc1NC(=O)c1c(-c2ccccc2Cl)noc1C | -1.2% | -0.1% | 14% | -4% | 10% | -9% | 2.0 | 67 | 21% | i | 29
Cc1c(C(=O)CN2CCOCC2)[nH]c2ccccc12 | 1.1% | -1.5% | 4.4% | -3% | -4% | -19% | 0.1 | 40 | 12% | i | 39
Cc1ccc(C(=O)N2NC(c3ccc(F)cc3)C3C(=O)N(c4ccc(C)cc4)C(=O)C32)cc1 (centres undefined) | . | 5.1% | 1.6% | -15% | -4% | 1% | 2.7 | 58 | 18% | i | 63
CN(C)S(=O)(=O)c1ccc(C(=O)N2CCOCC2)cc1 | -0.5% | 0.0% | 0.6% | -3% | -3% | 7% | 0.3 | 93 | 8% | i | 26
Cc1ccc(NC(=O)c2cc(S(=O)(=O)N3CCCCC3)cs2)cc1 | -0.3% | 1.2% | 0.0% | 1% | 2% | 23% | 1.6 | 43 | -18% | i | 17
O=C(COC(=O)c1cnccn1)c1ccc(Cl)cc1 | 0.4% | 0.3% | 0.8% | 1% | 6% | -7% | 0.5 | 57 | 1% | i | 32
O=C1/C(=C\c2ccc(O)c(O)c2)SC(=S)N1Cc1ccccc1 | -1.2% | -3.0%[50 µM] | 20% | -16% | 14% | 20% | -3.5 | 80 | -1% | i | 37
COC(=O)Cc1ccc(NC(=O)C(c2ccccc2)c2ccccc2)cc1 | -1.6% | 2.2% | 3.2% | -7% | -2% | 4% | 2.0 | 40 | -3% | i | 33
CC(C)OC(=O)CN1C(=O)C(C)(C)Oc2ccc(C(=O)NC3CC3)cc21 | -0.6% | -0.2% | 2.5% | 0% | 9% | 2% | 1.6 | 87 | 17% | i | 43
COCC(=O)N(Cc1ccc(OC)cc1)Cc1nc2ccccc2c(=O)[nH]1 | 0.0% | 2.8% | 1.9% | 5% | 4% | -5% | -3.8 | 79 | 3% | i | 33
Cn1c2c(c(=O)n(C)c1=O)C(CC(=O)Nc1ccc(F)cc1)C(=O)N2 (centres undefined) | -0.1% | 0.6% | 3.4% | -14% | -12% | -4% | -1.1 | 36 | 5% | i | 53
COC(=O)c1ccc(-c2noc(CN3CCCCC3c3nccn3C)n2)cc1 (centres undefined) | -0.5% | -1.8% | 0.5% | 1% | 2% | -3% | -0.3 | 26 | 10% | i | 65
O=C(COC(=O)Cc1ccccc1F)Nc1ccc2[nH]c(=O)[nH]c2c1 | . | 0.2%[50 µM] | 8.3% | 1% | 7% | 7% | -0.2 | 56 | 10% | i | 51

The listing continues:
SMILES | West Nile antiviral | UTI89 phage lysis | RSV CPE inhibition | NS5 inhibitors | MgcRacGAP inhibition | PhoP inhibition | NTR1 ag | NTR1 ag cell count 20 µM | SV40 large T antigen | T cell modulator | T cell modulator vesicle-bound % | others
O=C1C(=C(c2ccccc2)c2ccccc2)Nc2ccccc21 | -0.4% | 11% | 16% | 2% | 8% | -2% | 1.9 | 52 | -4% | i | 26
CCc1c(C)nc(SCC(=O)N2CC(C)OC(C)C2)[nH]c1=O (centres undefined) | . | 1.9%[50 µM] | 1.0% | -10% | 7% | 4% | 4.3 | 62 | 11% | i | 35
Nc1nnc(-c2cc3ccccc3oc2=O)s1 | 0.0% | 0.0% | 1.7% | 1% | 9% | 3% | -0.4 | 64 | 3% | i | 14
COc1ccc(C2C(C(=O)c3cccs3)=C(O)C(=O)N2c2nncs2)cc1 (centres undefined) | -0.5% | 2.2% | 0.8% | ? | 6% | -19% | -0.2 | 90 | 12% | i | 45
COc1ccc(C(CNC(=O)COc2ccc(Br)cc2F)N2CCCC2)cc1 (centres undefined) | -1.3% | 0.2% | -2.3% | -8% | 0% | 2% | -1.6 | 51 | 14% | i | 38
Cn1ccc(C(=O)NC(=S)N2CCSCC2)n1 | 0.7% | 0.0% | -1.4% | -1% | 12% | -3% | 0.1 | 61 | 7% | i | 31
Cc1cccc(Cc2nnc(NC(=O)c3cccc(S(=O)(=O)N4CCOCC4)c3)s2)c1 | 0.5% | 1.5% | 3.4% | -6% | 13% | -14% | -0.4 | 36 | 3% | i | 28
COCC1CCN(Cc2nc(-c3ccc4c(c3)OCO4)no2)C1 (centres undefined) | -0.6% | 0.3% | 3.3% | -4% | 8% | . | 1.5 | 60 | . | i | 53
c1ccc(CSc2nnc(-c3ccncc3)o2)cc1 | 0.5% | 0.6% | 4.8% | -1% | 5% | 6% | 4.4 | 91 | 5% | i | 35 | NS5 inhibitors pilot replicate=-3.9
CCOC(=O)C1=C(c2ccccc2)OC(N)=C(C#N)C1C(C)C (centres undefined) | 0.0% | 0.5% | 2.0% | -7% | 14% | 24% | 1.7 | 30 | 16% | i | 18
O=C(CCCCCNc1nc(=S)[nH]c2ccccc12)NCc1ccccc1Cl | -0.9% | . | -3.7% | . | . | 6% | 1.5 | 58 | 19% | i | 45
Cc1cccc(NC(=O)CSc2nc(C3CC3)nc3ccccc23)c1 | -0.2% | -0.1% | 6.2% | -6% | 4% | -9% | 0.6 | 46 | 10% | i | 9
CCNc1nc(NCC)nc(SCCOc2ccc(C)cc2)n1 | -1.3% | -0.8%[50 µM] | 8.4% | -3% | 12% | 0% | 4.4 | 44 | 1% | i | 32
CCOC(=O)Cn1nnc(-c2ccc(OCC(C)C)cc2)n1 | 0.1% | 0.7% | -0.1% | 0% | 7% | 5% | 0.6 | 86 | 1% | i | 44 | NS5 inhibitors pilot replicate=-3.9
Cc1ccccc1CN1CCC(C(=O)Nc2ccc(Oc3cccnc3)cc2)CC1 | -0.2% | 0.2% | 3.3% | -1% | 10% | -2% | -0.9 | 60 | . | i | 38
Cc1cccc(NS(=O)(=O)c2ccc(C(=O)NCCCN3CCCC3=O)cc2)c1C | . | 1.4%[50 µM] | 2.8% | 1% | 11% | 2% | 1.1 | 53 | 4% | i | 48
O=C(O)c1ccc(CSc2ccccn2)cc1 | 0.7% | -0.3% | -2.1% | -1% | 10% | . | -1.4 | 98 | . | i | 25
Cc1ccc2[nH]cc(S(=O)(=O)c3ccc(C(C)C)cc3)c(=O)c2c1 | 0.4% | 0.1% | 1.8% | -4% | 4% | 3% | -0.7 | 97 | 0% | i | 49
C=CCn1c(SCC(=O)O)nnc1-c1ccc(C(C)(C)C)cc1 | -0.1% | 0.3% | 2.7% | -9% | 6% | 7% | 1.0 | 45 | 7% | i | 39
CCOC(=O)C1CCN(S(=O)(=O)c2ccc(CN3C(=O)c4cccnc4C3=O)cc2)CC1 | 0.9% | 0.4% | -0.2% | 0% | 3% | -1% | 0.0 | 50 | -7% | i | 27
C=CCn1c(NCCO)nc2sc3c(c2c1=O)CCC3 | 0.1% | 0.2% | -0.6% | 0% | 1% | -9% | 1.7 | 44 | 5% | i | 43
COc1ccc(OC)c(S(=O)(=O)NC(C)c2ccc(-n3ccnc3)cc2)c1 (centres undefined) | . | 0.2%[50 µM] | 0.9% | 1% | -3% | . | 0.3 | 58 | . | i | 23
Cc1[nH]c2ccc(C(=O)NC3CCCC3)cc2c1C | . | -0.1%[50 µM] | 0.7% | -10% | 2% | . | 3.2 | 49 | . | i | 58
C=CCOC(=O)C1=C(C)NC(=O)NC1c1ccc(N(C)C)cc1 (centres undefined) | -0.1% | -0.7% | 1.5% | -8% | -4% | 2% | 0.6 | 56 | 8% | i | 56

In the list so far, 2 have a COOH group.
SMILES | West Nile antiviral | UTI89 phage lysis | RSV CPE inhibition | NS5 inhibitors | MgcRacGAP inhibition | PhoP inhibition | NTR1 ag | NTR1 ag cell count 20 µM | SV40 large T antigen | T cell modulator | T cell modulator vesicle-bound % | others
O=C(O)c1ccc(CSc2ccccn2)cc1 | 0.7% | -0.3% | -2.1% | -1% | 10% | . | -1.4 | 98 | . | i | 25
C=CCn1c(SCC(=O)O)nnc1-c1ccc(C(C)(C)C)cc1 | -0.1% | 0.3% | 2.7% | -9% | 6% | 7% | 1.0 | 45 | 7% | i | 39
